MITF inh = blocks human microphthalmia-associated transcription factor; AlphaScreen MITF homodimerization, bead proximity signal; O75030; inhibition, % at 2.6 µM; hit rate 0.91% among 650,000; AID 1259374; in the data active means inhibition above about 50%;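 further: 0% = vehicle wells with protein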
TEAD-YAP block = TEAD-YAP interaction inhibition | HEK-TIYL cells, TEAD-Gal4/YAP UAS-luciferase luminescence | inhibition, % at 9.12 µM | hit rate 1.4% among 640,000; in the data active means inhibition above about 32%;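 further: 0% = median of test compound wells and 100% = reference inhibitor wells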
FBW7 act = human FBW7 E3 ligase activation, primary screen; hit rate 0.13% among 650,000; AID 1259310; AlphaScreen FBW7–phospho-cyclin E peptide binding, activator screen; normalized activity (activation), % at 26.1 µM; in the data active means normalized activity above about 1.9%;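 further: purified mutant Fbw7 with reduced substrate affinity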
Target sequence (Q969H0 whole entry, looked up): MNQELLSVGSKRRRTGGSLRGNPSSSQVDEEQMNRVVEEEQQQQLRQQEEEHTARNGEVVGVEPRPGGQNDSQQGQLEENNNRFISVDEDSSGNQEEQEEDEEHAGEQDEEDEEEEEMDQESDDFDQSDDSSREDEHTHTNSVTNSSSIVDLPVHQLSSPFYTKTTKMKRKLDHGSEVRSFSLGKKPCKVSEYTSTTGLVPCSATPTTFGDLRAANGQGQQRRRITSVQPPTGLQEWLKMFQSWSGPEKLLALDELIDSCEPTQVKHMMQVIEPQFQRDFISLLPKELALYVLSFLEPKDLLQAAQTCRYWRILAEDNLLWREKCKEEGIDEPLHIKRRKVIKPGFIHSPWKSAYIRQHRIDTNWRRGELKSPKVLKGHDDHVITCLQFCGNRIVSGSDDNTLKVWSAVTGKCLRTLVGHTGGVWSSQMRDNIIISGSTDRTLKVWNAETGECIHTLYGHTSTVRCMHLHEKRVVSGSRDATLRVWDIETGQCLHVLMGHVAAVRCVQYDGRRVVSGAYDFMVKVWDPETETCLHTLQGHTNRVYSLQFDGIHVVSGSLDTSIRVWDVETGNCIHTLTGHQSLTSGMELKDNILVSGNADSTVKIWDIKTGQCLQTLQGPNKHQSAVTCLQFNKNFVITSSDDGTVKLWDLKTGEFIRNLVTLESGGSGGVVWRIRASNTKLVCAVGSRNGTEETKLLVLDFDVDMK
GPR151 activ = activators of human GPR151; activation, % at 11.2 µM; hit rate 1% among 650,000; PathHunter beta-arrestin GPR151 cells, luminescence; AID 1508602; Q8TDV0; in the data active means activation above about 4.9%;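 further: 0% = median of compound wells and 100% = cells with positive control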
* marks the source's active call; other numbers are inactive results; x = no result given.

The opening 2 compounds as a preview:
SMILES	MITF inh	TEAD-YAP block	FBW7 act	GPR151 activ
COc1ccccc1N1CCN(C(=O)CCn2c(=S)[nH]c3ccccc3c2=O)CC1	1	-1	-0.1	-1.0
CCOC(=O)C1=CN(Cc2ccc(Cl)cc2)C=C(C(=O)OCC)C1c1ccc(Cl)cc1	1	0	-0.2	-0.5

The listing, from the first entry:
SMILES	MITF inh	TEAD-YAP block	FBW7 act	GPR151 activ
COc1ccccc1N1CCN(C(=O)CCn2c(=S)[nH]c3ccccc3c2=O)CC1	1	-1	-0.1	-1.0
CCOC(=O)C1=CN(Cc2ccc(Cl)cc2)C=C(C(=O)OCC)C1c1ccc(Cl)cc1	1	0	-0.2	-0.5
COC(=O)C1=C(C)NC2=C(C(=O)CC(c3ccc(Cl)cc3)C2)C1c1cccc([N+](=O)[O-])c1 (configuration not stated)	13	13	-0.1	1.1
CSc1cccc(NC(=O)CN(C2CCCCC2)S(C)(=O)=O)c1	13	3	0.1	1.2
Cc1ccccc1-n1c(=O)cc(N2CCN(c3ccccc3)CC2)[nH]c1=O	13	-6	-0.2	2.4
Cc1nn(Cc2ccccc2)c(C)c1CN1CCc2c(nc(N3CCOCC3)[nH]c2=O)C1	-4	4	0.9	-0.9
CN(C)c1ccc(/C=C(/NC(=O)c2ccccc2Br)C(=O)Nc2ccc(F)cc2)cc1	17	3	0.0	-0.2
COc1ccc(-c2nc(SCc3ccccc3)n(S(C)(=O)=O)n2)cc1	15	-23	0.0	-2.3
COC(=O)c1cc(Nc2ncnc3c2cnn3-c2cccc(C)c2)cc(C(=O)OC)c1	4	9	0.1	1.4
CCc1ccccc1N1C(=O)NC(=O)/C(=C/c2cc3c(cc2OC)OCO3)C1=O	6	-8	-0.5	-0.9
O=C(O)CCN1C(=O)CSc2ccccc21	-2	1	-0.1	1.1
N#C/C(=C\c1ccc(-c2ccc([N+](=O)[O-])cc2)o1)C(=O)NCc1ccco1	-3	-1	0.0	-0.1
Cc1sc2ncnc(SCC(=O)OC3CCCCC3)c2c1C	-3	0	-0.2	0.8
COC(=O)C1=C(C)NC(C)=C(C(=O)OC)C1c1ccc(C(C)C)cc1	-8	-12	0.0	1.0
CC1Cc2cc(-c3cc(CC(=O)NCc4cccnc4)no3)ccc2O1 (configuration not stated)	6	34*	0.0	0.0
O=C1C2C3C=CC(C3)C2C(=O)N1c1ccc(NCc2ccccn2)c([N+](=O)[O-])c1 (configuration not stated)	5	-5	-0.2	1.4
COCc1cc(CN2CCCC(N3CCN(c4ccccc4)CC3)C2)ccc1OC (configuration not stated)	-5	-4	-0.2	-1.4
COc1ccc(/C=C\C(=O)Nc2c3c(nn2C(C)(C)C)CSC3)cc1OC	-4	-6	-0.1	1.1
CCC1CN(CCNC(=O)CC2NC(=O)c3ccccc32)Cc2cc(OC)ccc2O1 (configuration not stated)	-16	8	0.0	0.6
CCC(C)(C)NS(=O)(=O)c1cc2c(cc1C)N(C(C)=O)CCO2	-3	-9	-0.1	1.8
Cc1ccc2c(Cl)c(C(=O)Nc3ccc(S(=O)(=O)Nc4cc(C)nc(C)n4)cc3)sc2c1	-7	2	0.1	1.2
Clc1ccccc1CO/N=C1\CCCc2nonc21	-9	-12	0.8	-1.4
CCc1ccc(NC2=NS(=O)(=O)c3ccccc32)cc1	-4	-17	0.1	-0.1
CCc1ccccc1NC(=S)N(Cc1cccs1)C1CCCCC1	-2	-5	0.1	1.5
O=C(COc1ccccc1[N+](=O)[O-])Nc1ccc(Cl)c(-c2nc3ncccc3o2)c1	-14	-2	-0.1	-0.1
COc1ccc(Cl)cc1C(=O)NCCNc1cc(N2CCOCC2)nc(C)n1	19	11	0.7	-3.1
Cc1sc2nc(-c3cccnc3)nc(Cl)c2c1C	-8	-6	0.0	0.2
CCOC(=O)c1c(NC(=O)c2nn3c(C(F)(F)F)cc(-c4cccs4)nc3c2Br)sc2c1CCCCC2	11	5	0.1	-0.7
CCn1cc(C(=O)O)c(=O)c2cc(Br)ccc21	8	14	0.0	0.4
CCOC(=O)C(CC)(CCC(=O)Nc1ccccc1[N+](=O)[O-])C(=O)OCC	1	5	-0.2	0.7
COc1cccc(/C=C(\C#N)c2nc(C3CC3)cs2)c1	-15	-48	0.2	0.2
CCCn1cc(CN2CCCC(CNC(=O)c3ccc(F)cc3)C2)c(C)n1 (configuration not stated)	9	9	0.7	-0.8
O=C(c1ccc([N+](=O)[O-])cc1)N1CCN(Cc2cccnc2)CC1	74*	6	0.8	1.3
CCCCC/C=C\C=C\C(O)CCCCCCCCCC(=O)O (configuration not stated)	1	x	x	-0.6
CC(=O)Oc1c(C)cc(C)c2ccc(=O)[nH]c12	-10	-7	-0.1	0.3
CCC(C)(C)NC(=O)CN(C(=O)CCC(=O)Nc1nccs1)c1ccccc1C	-10	-10	0.1	1.0
COCCN=c1scc(-c2ccc(OC)cc2)n1/N=C/c1ccc2c(c1)OCCO2	4	-9	0.4	-0.8
CCN1CCN(C(=O)c2csc3c2CCCCC3)CC1	7	3	0.0	1.1
CCN(CC)c1ccc(C2NC(=O)c3ccccc3N2)cc1 (configuration not stated)	-4	79*	0.5	1.6
CC(C)C(NS(C)(=O)=O)c1nnc2n1CCN(Cc1ccsc1)CC2 (configuration not stated)	11	-2	-0.1	0.1
Cc1ccc(NC(=O)C2CC2(c2ccccc2)c2ccccc2)cc1C (configuration not stated)	9	5	0.4	-0.1
Cc1ccc(N2C(=O)C3C4C=CC(C4)C3C2=O)cc1Br (configuration not stated)	0	1	0.0	-0.6
Cc1ccc(Cc2c(C)nc3c(C(=O)N4CCc5ccccc5C4)cnn3c2C)cc1	6	-21	-0.1	2.6
COc1ccc(-c2csc3ncnc(OCC(=O)Nc4cc(C)on4)c23)cc1OC	9	-1	-0.1	1.3
CCn1c(O)c(C2=c3ccccc3=NC2=O)c2cc(Br)ccc21	-10	-2	0.1	-0.1
COc1ccc(N2CC(NC(=O)Nc3ccc(Nc4ccccc4)cc3)CC2=O)cc1 (configuration not stated)	10	4	-0.1	-2.4
CCc1nc2sc(C(=O)Nc3ccc(OC(F)(F)F)cc3)c(N)c2cc1C	5	6	0.4	-0.9
CC(=O)NNC(=O)CSc1nnnn1C1CCCCC1	76*	-5	-0.1	-0.6
NCCNc1ccc([N+](=O)[O-])c(NCc2ccccc2)c1	6	15	0.0	0.8
COc1ccc(NC(=O)c2sc3nc(C)nc(N(C)c4ccc(C(C)C)cc4)c3c2C)cc1Cl	8	2	0.3	-0.2

Compound profiles, as listed above:
Record of `Cc1ccc(NC(=O)C2CC2(c2ccccc2)c2ccccc2)cc1C` (configuration not stated) → MITF inh = 9; TEAD-YAP block = 5; FBW7 act = 0.4; GPR151 activ = -0.1
Record of `COc1ccc(N2CC(NC(=O)Nc3ccc(Nc4ccccc4)cc3)CC2=O)cc1` (configuration not stated) → MITF inh = 10; TEAD-YAP block = 4; FBW7 act = -0.1; GPR151 activ = -2.4

Next section:
SMILES	MITF inh	TEAD-YAP block	FBW7 act	GPR151 activ
CCOC(=O)c1sc2nc(SCc3cccc([N+](=O)[O-])c3)n(Cc3ccccc3OC)c(=O)c2c1C	4	-6	0.0	0.7
Cc1c(C(=O)NCc2ccccn2)sc2ncn(CC(=O)N3CCCCC3)c(=O)c12	-2	1	-0.2	0.0
COC(=O)c1c(C(C)(C)C)oc2c1cc(NS(=O)(=O)c1ccc(Cl)cc1)c1ccccc12	9	4	-0.1	-1.5
Cc1[nH]nc2c1C(c1ccc(OC(=O)c3ccco3)cc1)C(C#N)=C(N)O2 (configuration not stated)	17	-9	0.9	-0.4
CN(C)S(=O)(=O)Nc1ccc(N2CCC(NCc3ccc(Cl)s3)CC2)cc1	10	2	0.0	-0.7
COCCN(CCOC)S(=O)(=O)c1ccc(C(=O)Nc2sc3c(c2C(N)=O)CCN(C)C3)cc1	1	-8	-0.1	0.9
COc1ccc(C2C(C(=O)c3ccco3)=C(O)C(=O)N2CCCN2CCOCC2)cc1OC (configuration not stated)	-3	1	-0.1	0.0
COCCNC(=O)Cn1c(=O)n(CCC(=O)NCc2ccco2)c(=O)c2sccc21	-4	-4	0.0	1.9
CCC(C)NS(=O)(=O)c1ccc2c(c1)Cc1cc(S(=O)(=O)NC(C)CC)ccc1-2 (configuration not stated)	6	2	-0.1	0.7
CN1C=C(C(F)(F)F)C=C/C1=C(\C#N)c1nnc2n1CCCCC2	17	-4	0.0	0.9

Sorted by length of the SMILES (descending): part of the list above
SMILES	MITF inh	TEAD-YAP block	FBW7 act	GPR151 activ
CCOC(=O)c1sc2nc(SCc3cccc([N+](=O)[O-])c3)n(Cc3ccccc3OC)c(=O)c2c1C	4	-6	0.0	0.7
COCCN=c1scc(-c2ccc(OC)cc2)n1/N=C/c1ccc2c(c1)OCCO2	4	-9	0.4	-0.8
CCC(C)(C)NC(=O)CN(C(=O)CCC(=O)Nc1nccs1)c1ccccc1C	-10	-10	0.1	1.0
Cc1ccc(N2C(=O)C3C4C=CC(C4)C3C2=O)cc1Br (configuration not stated)	0	1	0.0	-0.6

Following part:
SMILES	MITF inh	TEAD-YAP block	FBW7 act	GPR151 activ
COc1ccc(-n2c(=O)c(C#N)cc3c(=O)n4ccccc4nc32)cc1Cl	10	2	-0.1	-0.6
COc1ccc(CN[C@H]2C[C@@H](C(=O)NC(C)C)N(Cc3cccc4ccccc34)C2)c(O)c1	0	-4	0.0	0.2
COc1ccc(OC)c(NC(=O)CN(Cc2ccccc2)S(=O)(=O)c2ccccc2)c1	1	-6	0.0	-0.4
O=C(CCCc1nc(-c2ccccc2)no1)NC1CCCC1	11	6	0.0	-1.9
COCCNc1cc(-c2ccc(F)cc2)nc(-c2ccccn2)n1	13	74*	-0.6	-1.9
Nc1c(C(=O)Nc2ccc3c(c2)OCCO3)sc2nc3ccccc3cc12	-3	-26	0.2	-0.1
COc1ccc(-n2c(SC)nc3sc4c(c3c2=O)CCCC4)cc1	0	-4	-0.1	2.6
N#CC1=C(N)C(c2nc3ccccc3c(=O)[nH]2)(c2nc3ccccc3s2)CC1=O (configuration not stated)	-15	8	0.1	-0.1
N#C/C(=C/c1ccco1)C(=O)Nc1nc(-c2ccccc2)cs1	-5	-15	-0.8	-0.4
O=C(/C=C/c1cccnc1)N1Cc2ccccc2OC(c2ccccc2)C1 (configuration not stated)	7	11	0.6	-2.0
COc1ccc(Br)cc1/C=C/c1[nH]c(=O)[nH]c(=O)c1[N+](=O)[O-]	-4	4	0.0	0.5
O=C(CC1C(=O)NCCN1Cc1ccc(F)c(F)c1)NC1Cc2ccccc2C1 (configuration not stated)	-4	-5	0.0	0.5
Cc1c(C(=O)N2CCCC2)oc2c1-c1nn(CC(=O)NCCCN3CCCC3)cc1CC2	-3	-9	-0.3	-0.4
O=C(Nc1ccc(N2CCCC2=O)cc1)c1ccc(Br)cc1	-12	-7	-0.3	0.6
COc1ccc(Cl)cc1Nc1ncnc2ccccc12	1	-1	0.2	-0.3
CCN(CC)C(=O)Oc1ccc2cc(Br)ccc2c1Br	-7	-20	-0.1	0.3
CN(C)N1C(N)=C(C#N)C(c2ccc(Cl)cc2)C2=C1CCCC2=O (configuration not stated)	8	1	-0.1	-0.4
Cc1nc2c(C(=O)N3CCN(c4ccccn4)CC3)cnn2c(C)c1Cc1ccccc1Br	9	-5	-0.1	1.5
CC(C)CNC(=O)C(=O)NCCCN1CCOCC1	8	12	1.2	0.0
CC1=C(C#N)c2nc(N)c(C#N)c(C)c2/C1=C\c1ccc(Br)o1	-11	3	-0.3	1.0
CC(Oc1ccc(Br)cc1)C(=O)Nc1ccc2c(c1)OCO2 (configuration not stated)	16	6	-0.1	0.6
Cc1ccc(NC(=O)COc2ccccc2C)c(Br)c1	1	-27	0.1	0.4
C=CCN1CCN(c2c(NC(=O)c3ccc(Br)o3)cccc2-c2ccc(F)cc2)CC1	-2	-11	-0.2	1.9
CN(C)CCNCCOCCOc1cccc(C(F)(F)F)c1	8	9	-0.1	-0.4
COc1ccc(-n2nnnc2SCC(=O)Nc2nnn(C)n2)cc1	6	7	-0.1	-0.6
CC(NC(=O)c1ccccc1I)C1CC2CCC1C2 (configuration not stated)	-1	7	-0.1	-0.5
CCOC(=O)/C(N=Nc1ccc2[nH]c(=O)[nH]c2c1)=C(\C)O	-4	-5	0.1	-0.2
CCOC(=O)c1ccc(COC(=O)CNC(=O)CNC(=O)c2ccc(OC)cc2)o1	17	9	-0.1	0.4
COC(=O)CCN1CCN(c2ccccc2OC)CC1	15	16	-0.9	0.3
CCc1ccc(NC(=O)N(CCCN2CCOCC2)Cc2cccnc2)cc1	-13	-5	-0.1	0.7
COc1ccc(N(CC(=O)NC2CC3CCC2C3)S(C)(=O)=O)cc1Cl (configuration not stated)	-2	-4	0.0	-1.9
CC1CCCN(C(=O)/C=C/c2ccccc2Cl)C1 (configuration not stated)	10	-55	0.2	2.3
CC(=O)OCC1OC(c2ccccc2)C(OC(C)=O)C(OC(C)=O)C1OC(C)=O (configuration not stated)	8	-2	0.0	0.1
COc1ccc(Nc2nc3ccc(C)cc3n3cnnc23)cc1	1	-6	-0.1	0.1
COc1ccc(-c2nnc3ccc4ccccc4n23)cc1OC	-5	-29	-0.1	-0.4
O=[N+]([O-])c1cccc(C2Nc3cccc4cccc(c34)N2)c1	-7	1	-0.1	-1.9
COc1c(O)ccc(/C=c2\sc3nc4ccccc4n3c2=O)c1[N+](=O)[O-]	0	-39	-0.1	3.2
CN(C)CCCn1c(NCc2ccc3c(c2)OCO3)nc2ccccc21	7	-20	-0.2	-0.7
O=C(Nc1cccc2ccccc12)N1CCN(c2ccc(F)cc2)CC1	-9	-1	-0.4	11*

Assay outcomes from PubChem.
